CAL PDZ FP-1: untagged CAL PDZ binding inhibitors, primary screen, biochemical, fluorescence polarization, HTS; actives 0.92% (n = 300,000); inhibition, % at 24.9 µM; Golgi-associated PDZ and coiled-coil motif-containing protein (Homo sapiens), Q9HD26; purified CAL PDZ, TMR-peptide fluorescence polarization, 1 h; AID 602252, 2012;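 active = mean inhibition of at least 30% with at least half of replicates also reaching 30%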;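 note: 0% = DMSO neutral control and 100% = excess unlabeled competitor peptide PRC23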
V-ATPase pH: regulators of yeast V-ATPase proton pumping, primary screen, pHLuorin cytosolic pH fluorescence; response, % at 10 µM; actives 0.37% (n = 350,000); S. cerevisiae; in the data active = response mostly above about 7.3%, no sharp cut-off; inactive = mostly below about 5.4%; note: actives read high; inactives centre near 0; some compounds called inactive have numbers as strong as hits; reference of the scale not given here
DSG3 Ab inh: inhibitors of pemphigus antibody binding to DSG3, primary screen, biochemical, bead-based, flow cytometry, scFv-GFP; Desmoglein-3 (Homo sapiens), P32926; DSG3-coupled beads, scFv-anti-DSG3-GFP binding; hits give low values; binding (percent of control), % at 10 µM; actives 0.48% (n = 310,000); AID 588358, 2011;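 active = binding more than 3 SD below its plate's average and above zero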;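 note: hits lower antibody fragment binding to DSG3; some compounds called inactive have numbers as strong as hits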
Cardiac RTF inh: cardiac RTF calcium sensitivity inhibitors, primary screen, biochemical, IANBD-TnC fluorescence, EC70 calcium | Troponin I, cardiac muscle (Homo sapiens) + Troponin T, cardiac muscle (Homo sapiens) + … | IANBD-labeled cardiac RTF, Ca2+ fluorescence | inhibition, % at 7.15 µM | actives 0.12% (n = 340,000);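 active = inhibition above the mean inhibition of all tested compounds plus 3 SD, cut at about 17% in these data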;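 note: assay run at fixed EC70 calcium of 1.6 mM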
CAL PDZ FP-2: CAL PDZ peptide-binding inhibitors, primary screen, biochemical, fluorescence polarization, Cer-tagged CAL PDZ, HTS; AID 504414, 2011; inhibition, % at 20 µM; purified CAL PDZ, TMR-peptide fluorescence polarization, 1 h; Golgi-associated PDZ and coiled-coil motif-containing protein (Homo sapiens), Q9HD26; actives 0.02% (n = 330,000);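 active = highest replicate inhibition of at least 40%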;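 note: plate controls were DMSO neutral control wells for no effect and unlabeled competitor peptide control wells for full effect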
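material = purified tagged CAL PDZ domain construct (CerCALP) | compound dosing = 20 µM, one dose | times = 1 h at RT | measured by = fluorescence polarization from S- and P-plane intensities, G-factor corrected | read-out = inhibition from polarization loss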
Arrestin-AP2 inh: inhibitors of beta-arrestin/AP2 binding, primary screen, biochemical, GPCR trafficking, flow cytometry; beta-arrestin 1 C-terminal peptide binding to AP2 beta2-adaptin appendage (human); FITC-arrestin peptide / GST-AP2 beads; AP2 beta2 appendage carries R879A mutation; inhibition, % at 10 µM; actives 0.31% (n = 340,000);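 active = inhibition above a set limit, near 3 SD of compounds lacking own fluorescence, cut at about 54% in these data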;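 note: plate controls were DMSO wells for no effect and 5 µM unlabelled arrestin peptide for full effect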
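test system = AP2 appendage R879A on GSH beads | buffer or medium = PBS plus Tween 20 (0.05%) and BSA (0.1%) | incubation = 12 min plus 1 h, RT | detection = bead flow cytometry, FITC channel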
LANA DNA inh: inhibitors of KSHV C-LANA binding to DNA, primary screen, biochemical, fluorescence polarization, FAM-LBS DNA, MBP-C-LANA, single point | Kaposi's sarcoma herpesvirus LANA C-terminal domain (residues 932-1162) DNA binding | inhibition, % at 9 µM | actives 0.078% (n = 340,000);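 active = highest replicate inhibition at or above 60% at 9 µM, even if other replicates fall short; inactive = all replicates below 60% inhibition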;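 note: 0% = neutral control wells and 100% = 4 µM acridine orange control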
NSD2 HMT inh: NSD2 histone methyltransferase inhibitors, primary screen, biochemical, AlphaScreen, single concentration, set 2; actives 0.54% (n = 310,000); NSD2 peptide methylation, 120 min; inhibition, % at 12.5 µM; in the data active = inhibition above about 50%
Target sequence (O96028 whole entry, looked up): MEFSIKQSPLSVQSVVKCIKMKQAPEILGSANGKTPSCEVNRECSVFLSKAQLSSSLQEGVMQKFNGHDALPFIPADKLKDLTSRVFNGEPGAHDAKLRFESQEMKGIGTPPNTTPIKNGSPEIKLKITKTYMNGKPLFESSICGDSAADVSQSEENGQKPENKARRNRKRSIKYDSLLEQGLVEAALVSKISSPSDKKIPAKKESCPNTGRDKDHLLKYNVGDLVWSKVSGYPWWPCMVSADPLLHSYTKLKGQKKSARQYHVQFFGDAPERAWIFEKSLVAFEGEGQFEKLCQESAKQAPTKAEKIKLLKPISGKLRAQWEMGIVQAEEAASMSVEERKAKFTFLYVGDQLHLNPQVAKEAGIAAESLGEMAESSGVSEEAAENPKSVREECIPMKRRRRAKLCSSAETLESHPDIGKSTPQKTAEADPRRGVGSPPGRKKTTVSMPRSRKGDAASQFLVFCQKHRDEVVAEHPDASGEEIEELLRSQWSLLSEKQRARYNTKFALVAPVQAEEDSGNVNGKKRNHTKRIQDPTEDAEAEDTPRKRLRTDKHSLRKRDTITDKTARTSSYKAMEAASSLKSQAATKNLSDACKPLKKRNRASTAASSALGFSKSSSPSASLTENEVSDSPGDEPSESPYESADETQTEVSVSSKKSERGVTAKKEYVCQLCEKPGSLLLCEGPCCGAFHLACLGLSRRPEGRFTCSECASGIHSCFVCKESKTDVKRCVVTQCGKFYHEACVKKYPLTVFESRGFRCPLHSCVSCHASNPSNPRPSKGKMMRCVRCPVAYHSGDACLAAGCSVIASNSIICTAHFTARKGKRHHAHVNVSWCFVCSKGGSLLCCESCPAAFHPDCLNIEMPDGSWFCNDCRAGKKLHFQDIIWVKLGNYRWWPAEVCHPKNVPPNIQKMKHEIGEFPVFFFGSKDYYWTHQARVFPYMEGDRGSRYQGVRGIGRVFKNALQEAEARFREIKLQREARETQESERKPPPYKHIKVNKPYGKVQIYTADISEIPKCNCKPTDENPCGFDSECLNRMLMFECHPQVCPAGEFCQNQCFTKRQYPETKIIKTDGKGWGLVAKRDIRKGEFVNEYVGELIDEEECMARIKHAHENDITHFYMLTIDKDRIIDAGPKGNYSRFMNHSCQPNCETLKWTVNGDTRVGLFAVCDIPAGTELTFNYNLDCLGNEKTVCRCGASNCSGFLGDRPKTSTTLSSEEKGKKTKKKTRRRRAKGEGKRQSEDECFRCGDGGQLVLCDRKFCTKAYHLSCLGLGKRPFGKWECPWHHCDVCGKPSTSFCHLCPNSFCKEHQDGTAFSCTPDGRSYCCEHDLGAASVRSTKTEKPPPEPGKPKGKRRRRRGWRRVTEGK
Keap1-Nrf2 PPI: Keap1-Nrf2 protein-protein interaction inhibitors, primary screen, biochemical, fluorescence polarization, single point; inhibition, % at 9.4 µM; Keap1 Kelch-Nrf2 peptide fluorescence polarization, 1536-well; Kelch-like ECH-associated protein 1 (Homo sapiens), Q14145; actives 0.15% (n = 340,000); in the data active = inhibition above about 12%;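 note: human Keap1 Kelch domain with fluorescein labeled Nrf2 9mer peptide probe; 0% = neutral control wells and 100% = peptide positive control; higher means more block of Keap1 binding to Nrf2 peptide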
DAGLB inhibitor: DAGLB lipase inhibitors, primary screen, biochemical, fluorescence, HTS; HEK293T DAGLB membrane lysate, EnzChek fluorogenic substrate; inhibition, % at 5.17 µM; actives 0.059% (n = 340,000); AID 504411, 2011; in the data active = inhibition above about 34%;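 note: 0% = enzyme with vehicle and 100% = wells lacking enzyme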
* = called active by the depositor; · = no result given. A portion of the library; the hit share may differ from the screen's.

Molecule	NSD2 HMT inh	Arrestin-AP2 inh	V-ATPase pH	CAL PDZ FP-1	DAGLB inhibitor	Keap1-Nrf2 PPI	CAL PDZ FP-2	DSG3 Ab inh	Cardiac RTF inh	LANA DNA inh
Cc1cc(C)nc(Nc2n[nH]c(-c3ccc(C(C)(C)C)cc3)n2)n1	-2	18	-2	-3	-5	-5	-3.1	109	-7	-0.4
O=C(COC(=O)c1ccco1)Nc1ccc(Cl)cn1	0	5	-6	-6	-1	-2	-1.0	101	2	4.7
COc1ccccc1C(CC(=O)N1CCCC1)c1ccc2c(c1)OCO2 (stereo not given)	1	20	6.8*	1	-1	3	0.1	106	-4	-0.4
O=C(c1cccc(OC2CCN(C3CCCC3)CC2)c1)N1CCCCCCC1	5	-18	1	-4	2	1	0.1	102	-8	1.2
Nc1cc(=O)[nH]c(SCC(=O)Nc2ncc(C(F)(F)F)cc2Cl)n1	0	·	-1	-3	0	1	-3.4	82	-7	-0.2
C(#Cc1ccc(C#CCN2CCOCC2)cc1)CN1CCOCC1	-1	21	3	·	-1	0	0.2	94	-10	1.5
CC1Cc2ccccc2N1C(=O)Cn1c(=O)oc2cc(S(=O)(=O)N3CCCCC3)ccc21 (stereo not given)	·	-11	0	·	0	-14	-1.1	146	-12	-3.7
COC(=O)c1ccc(SCc2cnc(Cl)s2)cc1	-2	15	-3	-2	-9	-2	-0.9	95	-12	-2.3
COc1cc(C2=Nc3ccc(Br)cc3C(c3ccccc3)N2CC(=O)NN)cc(OC)c1OC (stereo not given)	-3	2	1	·	·	·	·	109	·	·
CC(C)CCNC(=O)CN(C(=O)CCC(=O)Nc1ccccn1)c1ccc(F)c(Cl)c1	-3	26	-2	·	0	1	0.1	97	-4	-0.1
CCOC(=O)c1[nH]c(C)c(C(=O)N2CCN(c3cccc(Cl)c3)CC2)c1C	10	2	4	0	1	1	0.1	101	3	-0.6
O=C1CCC/C1=C/Nc1ccc2c(c1)OCO2	3	13	4	-4	2	4	0.3	100	-1	2.9
Cc1ccc2nc(C3CCN(C(=O)NCc4ccccc4)CC3)[nH]c2c1	7	24	0	·	1	0	-2.6	99	-2	2.4
Cc1ccc(NC(=O)N2CCC(c3nc4c(nnn4Cc4c(F)cccc4Cl)c(=O)[nH]3)CC2)cc1	27	1	-2	13	4	-2	-3.9	95	3	0.7
O=C(NC(=S)Nc1cccc(F)c1)c1cccc([N+](=O)[O-])c1	6	22	1	1	-9	2	0.3	94	-6	-0.6
CSc1ccc(/C=C/C(=O)OCC(=O)N2CCc3ccccc32)cc1	-1	3	-2	-3	-3	2	-0.4	99	4	0.1
CC1CCCCN1C(=O)C12CCC(C)(/C(=N/O)C1)C2(C)C (stereo not given)	-2	7	2	-2	1	0	-0.7	103	1	0.7
COc1ccccc1CNC(c1ccccc1)c1ccccc1	-27	7	7	·	-7	2	1.2	99	0	-0.4
COc1ccc(NC(=O)CN(C)C(=O)C(Sc2ccccc2)c2ccccc2)cc1 (stereo not given)	1	-2	-3	·	-4	-1	-0.5	95	-7	2.0
Cc1ccc2cc(CN(CCN(C)C)C(=S)Nc3ccccc3)c(=O)[nH]c2c1C	6	-20	-3	-3	1	-2	-1.0	115	1	-1.4
Cc1ccc(NC(=O)CN2C(=O)S/C(=C\c3cccn3-c3cccc(C(=O)O)c3)C2=O)c(C)c1	·	6	-10	1	-2	-1	-0.2	135	3	1.3
Cn1cnc([N+](=O)[O-])c1N=C(N)N	0	-8	-3	1	-1	-6	-0.7	88	-11	-0.9
Cc1ccc(S(=O)(=O)N2CCOCC2)cc1C(=O)OCC(=O)Nc1ccc2c(c1)OCO2	-1	1	2	-3	-4	0	-3.9	100	-4	-0.5
Cc1ccc(C)c(NC(=O)CN(C)C(=O)c2ccc(Cl)nc2)c1	10	-5	0	0	-3	1	-1.3	107	-2	-0.1
CSCC(=O)Nc1cc(C)on1	26	12	4	·	1	-4	0.2	111	-1	2.1

Retrieved by structure from the list above, 3 records:
Molecule	NSD2 HMT inh	Arrestin-AP2 inh	V-ATPase pH	CAL PDZ FP-1	DAGLB inhibitor	Keap1-Nrf2 PPI	CAL PDZ FP-2	DSG3 Ab inh	Cardiac RTF inh	LANA DNA inh
O=C(NC(=S)Nc1cccc(F)c1)c1cccc([N+](=O)[O-])c1	6	22	1	1	-9	2	0.3	94	-6	-0.6
COc1ccc(NC(=O)CN(C)C(=O)C(Sc2ccccc2)c2ccccc2)cc1 (stereo not given)	1	-2	-3	·	-4	-1	-0.5	95	-7	2.0
COc1cc(C2=Nc3ccc(Br)cc3C(c3ccccc3)N2CC(=O)NN)cc(OC)c1OC (stereo not given)	-3	2	1	·	·	·	·	109	·	·

Continuation.
Molecule	NSD2 HMT inh	Arrestin-AP2 inh	V-ATPase pH	CAL PDZ FP-1	DAGLB inhibitor	Keap1-Nrf2 PPI	CAL PDZ FP-2	DSG3 Ab inh	Cardiac RTF inh	LANA DNA inh
CC(C)NC(=O)C(=O)Nc1cc2c3c(c1)CCC(=O)N3CCC2	-8	4	0	-4	-1	-7	-2.1	·	5	-0.6
O=C(Nn1cnc2ccccc2c1=O)c1ccc([N+](=O)[O-])cc1Cl	-1	11	0	2	0	2	0.2	100	-7	-0.9
COc1ccc(NC(=O)c2cc(S(=O)(=O)N3CCCCC3)c[nH]2)c(OC)c1	·	0	-4	·	3	3	-0.6	97	-7	1.6
CC(C)C12CN3CC(C(C)C)(CN(C1)C3c1ccc3c(c1)OCO3)C2=O (stereo not given)	·	-5	-1	-2	-12	-3	-2.7	99	1	0.4
O=C(C1CCN(S(=O)(=O)N2CCOCC2)CC1)N1CCN(Cc2ccccc2)CC1	3	-2	0	-6	-1	-2	·	104	5	0.6
CC(=O)Nc1c(C(=O)N2CCOCC2)cnn1-c1ccc(C)c(C)c1	0	0	-3	3	-3	-2	-1.8	99	-6	0.5
CCC(=O)Nc1ccc(-c2cc(-c3ccccc3)nc(-c3ccc(NC(=O)CC)cc3)n2)cc1	-1	3	-3	-7	1	-6	-0.4	98	-19	-1.5
CCN1C(=O)c2cccc3c(S(=O)(=O)NC(Cc4c[nH]c5ccccc45)C(=O)O)ccc1c23 (stereo not given)	28	-10	-3	-4	1	3	0.0	·	-5	2.6
NC(=O)c1c(NC(=O)c2cc3ccccc3o2)sc2c1CCC2	-1	5	2	1	-5	-2	-2.1	99	-4	0.9
CC(C)CN1CCN(Cc2ccc3ncccc3c2)CC1CCO (stereo not given)	2	16	-2	-1	-4	-5	-0.5	101	-9	0.1
CC/C(=N\NC(=O)CNC(=O)/C=C/c1ccc(OC)cc1)c1ccccc1	-5	-4	-1	-1	-1	3	-1.9	·	-2	-0.2
O=C(NCCc1c[nH]c2ccccc12)c1cc(Cl)c2c(c1)OCO2	7	21	-3	-5	-1	3	-1.7	·	-2	0.2
N#CCCN(C(=O)COC(=O)c1ccc(S(=O)(=O)Nc2ccccc2)cc1)c1ccccc1	0	-4	-1	-5	0	-4	-0.1	100	-7	0.6
COc1ccccc1CNC(=O)C1CCN(C(=O)[C@@H]2Cc3ccccc3CN2)CC1	-4	-2	-2	1	-2	4	0.0	96	1	1.0
COc1ccc(S(=O)(=O)NCCCc2ccccc2)cc1	-2	13	-4	0	-8	-1	0.1	120	-12	4.3
CCOc1ccc(CN(C)CC(=O)Nc2cccc(S(=O)(=O)N(C)c3ccccc3)c2)cc1	-5	2	-3	-13	-6	-2	-8.6	·	-6	2.9
Cc1cccc(Oc2cc(N)cc([N+](=O)[O-])c2)c1	2	-3	0	-3	2	3	-1.4	105	3	-0.9
CCCCN(C)C(=O)c1cc2cc3ccc(OC)cc3nc2o1	-1	0	0	2	-3	4	-2.3	137	-9	0.1
O=C(COC(=O)[C@H](Cc1ccccc1)N1C(=O)c2ccccc2C1=O)Nc1ccc2c(c1)OCO2	3	29	-3	-2	0	-1	-0.3	102	5	-0.5
Cc1[nH]n(-c2nc(-c3ccccc3)cc(=O)[nH]2)c(=O)c1CCO	-4	10	-4	2	-1	-4	-0.7	101	-6	1.4
Cc1c(NC(=O)OCCSc2nc(N(C)C)nc(N(C)C)n2)sc(=S)n1C	·	-1	0	-3	0	-7	0.1	98	-5	-0.1
CCOC(=O)c1sc(=S)n(-c2ccccc2)c1NC(C)=O	5	-4	1	-3	0	0	1.1	94	-1	-0.1
CC1CC(C)CN(S(=O)(=O)c2ccc(C(=O)NNC(=O)c3ccccc3F)cc2)C1 (stereo not given)	1	1	0	0	1	-2	-0.4	·	-1	0.7
O=C(NC1CCCC1)C1CC(=O)N(c2ccc(F)cc2)C1 (stereo not given)	5	-16	6	53*	2	2	-0.2	104	2	-0.5
O=C(NOCc1ccccc1)c1coc(-c2ccccc2)n1	·	5	-6	0	-1	-4	-3.5	106	-2	-0.6
O=C(O)C1Oc2ccccc2C1c1ccccc1 (stereo not given)	-2	37	4	1	1	1	-0.3	98	1	-1.9
CC(=O)c1cc(C#N)c(SCc2ccc([N+](=O)[O-])cc2)nc1C	-3	-2	3	-4	1	1	0.6	111	-4	-0.9
Cc1ccc(NC(=O)c2cc3ccccc3o2)cc1	-1	0	2	1	-2	-2	-1.2	110	1	1.7
COc1cc(C2C(C#N)=C(N)N(Nc3ccccc3)C3=C2C(=O)CC(C)(C)C3)ccc1OCc1cccc(F)c1 (stereo not given)	·	0	1	-3	3	-4	-0.5	77	-1	-3.2
Cc1ccc(OC(=O)c2oc3ccc(F)cc3c2C)c(C)c1	-1	3	1	0	-18	-2	-1.0	111	2	-2.1
O=C(CNCC1CCCCC1)Nc1ccccc1N1CCCCC1	6	-3	0	1	-19	-6	-1.2	108	1	-1.2
CCCC(=O)Nc1ccc(-c2nc3cc(C)c(C)cc3o2)c(O)c1	-1	4	7	-17	-3	1	-2.4	103	-9	0.8
C/C(CC(=O)N1CCCC1)=N\NC(=O)c1cc2ccccc2cc1O	70*	6	8	6	3	-8	0.1	109	-3	3.8

High-throughput results deposited in PubChem by several laboratories.
